Screening results: PubChem, Broad Institute
ARNT-TACC3 inh = disruptors of human ARNT/TACC3 interaction | AlphaScreen His-ARNT PAS-B/GST-TACC3 binding, luminescence; TACC3 fragment carries E629A point mutation | inhibition, % at 9.99 µM | hit rate 0.66% among 390,000 | Q9Y6A5;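 active = mean inhibition of replicates at least 50% and at least half of replicates each reaching 50%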;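 note: 0% = complete ARNT plus TACC3 wells and 100% = ARNT alone without TACC3; many hits fall short of the cut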
ERp5 block = blocks human ERp5 reductase activity on insulin. Q15084. ERp5 insulin aggregation, absorbance 650 nm, 90 min. inhibition, % at 9.99 µM. hit rate 0.05% among 350,000. AID 651711;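 active = mean replicate inhibition above about 25%, with every replicate also reaching it, limit read from the data, passing the limit was not always enough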
Target sequence (Q15084 whole entry, looked up): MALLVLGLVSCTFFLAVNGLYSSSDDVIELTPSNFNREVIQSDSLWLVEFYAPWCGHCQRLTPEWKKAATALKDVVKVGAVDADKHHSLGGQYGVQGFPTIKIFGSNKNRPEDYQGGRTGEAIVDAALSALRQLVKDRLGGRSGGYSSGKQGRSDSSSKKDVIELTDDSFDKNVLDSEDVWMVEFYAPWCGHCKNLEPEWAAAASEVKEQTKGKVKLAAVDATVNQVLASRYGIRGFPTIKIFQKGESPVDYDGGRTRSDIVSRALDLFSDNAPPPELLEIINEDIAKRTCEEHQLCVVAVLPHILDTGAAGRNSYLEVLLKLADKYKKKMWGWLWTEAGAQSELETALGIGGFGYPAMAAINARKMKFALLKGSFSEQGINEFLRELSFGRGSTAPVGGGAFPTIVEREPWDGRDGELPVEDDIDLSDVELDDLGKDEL
esBAF inh = blocks esBAF chromatin remodeling in mouse ES cells; AID 602393; Bmi1-luciferase knock-in reporter, 24 h; 100% = twice the neutral-well signal; reporter increase, % at 12.5 µM; hit rate 2% among 350,000; in the data active = activation above about 40%;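 note: 0% = median of the plate's neutral control wells and 100% = double that signal; a rise in the Bmi1 reporter signal indicates esBAF inhibition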
E-selectin induc = induces E-selectin expression in human endothelial cells | activation, % at 7.58 µM | P16581 | HUVEC E-selectin immunofluorescence imaging; normalized: neutral wells 0, TNF-alpha wells 100 | hit rate 0.37% among 260,000;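 active = mean E-selectin-positive cell signal at least 10% of the positive control, reached in at least 60% of replicates, without over 20% cell loss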;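 note: in these data hits start at about 27%; measured in HUVEC primary endothelial cells; signal is the percent of cells scored E-selectin positive by PE staining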
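Material: HUVEC primary endothelial cells; Amount: 3,000 cells per well; Dosing: single concentration; Medium: EGM-2 growth medium on 0.1% gelatin-coated wells; Read-out basis: percent E-selectin-positive cells; Signal: immunofluorescence imaging; Control set: TNF-alpha, DMSO.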
CASP6 VEID inh = blocks human caspase-6 cleavage activity; P55212; purified caspase-6, Z-VEID-R110 cleavage fluorescence; inhibition, % at 12.5 µM; hit rate 0.53% among 350,000;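 active = mean inhibition across replicates at least about 35%, with every replicate also reaching that limit, limit read from the data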;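 note: 0% = median of neutral control wells and 100% = no fluorescence left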
RAD54 inh = blocks human RAD54 Holliday junction branch migration. Q92698. FAM/BHQ fluorescence. inhibition, % at 10.4 µM. hit rate 0.14% among 360,000. AID 602329;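 active = mean normalized replicate activity at least 40 and at least half of replicates scoring 40 or more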;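 note: 0% = median of neutral control wells and 100% = median of positive control wells; inhibitors cause a drop in the FAM fluorescence signal; in these data hits start at about 50%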
PglD DTNB = inhibitors of Campylobacter jejuni PglD acetyltransferase; hit rate 0.098% among 360,000; inhibition, % at 12.5 µM; purified PglD enzyme, DTNB colorimetric CoA detection; AID 602405; in the data active = inhibition above about 16%, passing the limit was not always enough; note: strong numbers were not always called active
RAD52 inh = RAD52 (human) annealing inhibition | recombinant RAD52 DNA annealing, FRET fluorescence | hit rate 0.46% among 360,000 | inhibition, % at 18.7 µM | P43351 | AID 651710;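 active = every replicate showing at least 50% inhibition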
Target sequence (P43351 whole entry, looked up): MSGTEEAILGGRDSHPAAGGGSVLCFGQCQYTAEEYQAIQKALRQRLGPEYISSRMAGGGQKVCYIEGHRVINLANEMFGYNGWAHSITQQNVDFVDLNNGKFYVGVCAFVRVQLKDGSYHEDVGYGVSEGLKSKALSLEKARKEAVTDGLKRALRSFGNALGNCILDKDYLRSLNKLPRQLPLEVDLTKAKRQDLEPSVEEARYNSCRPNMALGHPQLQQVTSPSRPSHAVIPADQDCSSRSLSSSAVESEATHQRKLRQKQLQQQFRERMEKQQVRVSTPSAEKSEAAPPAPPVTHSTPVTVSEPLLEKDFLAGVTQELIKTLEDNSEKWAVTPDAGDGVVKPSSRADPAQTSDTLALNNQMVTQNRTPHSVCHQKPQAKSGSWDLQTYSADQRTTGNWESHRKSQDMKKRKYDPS
Active calls of the source: *; x = not tested or not shown; & = joins results of further samples. Hits appear at their usual frequency; any-hit rate near 3.2%.

SMILES	ARNT-TACC3 inh	ERp5 block	esBAF inh	E-selectin induc	CASP6 VEID inh	RAD54 inh	PglD DTNB	RAD52 inh
Cc1ccc(C(=O)OCc2nc(N)nc(Nc3ccccc3C)n2)cc1	4	x	-1	0.0	x	7	-5	x
O=C(O)c1cc(-c2ccccc2)n(-c2ccc(Cl)cc2)n1	-12	4	x	x	3	x	x	-14
COC(=O)c1ccccc1NC(=O)c1sc(=S)n(C)c1N	34	x	-4	x	x	-9	3	x
CN(C)CCN1CCN(C2CN(CCc3ccccc3)S(=O)(=O)C2)CC1 (stereo unspecified)	x	0	-13	-1.5	-21	0	0	-12
COC(=O)c1ccc2nc(NC(=O)C(C)(C)C)sc2c1	1	-5	x	x	-4	x	x	-10
COc1ccc2[nH]c(C(=O)Nc3cccc(C)n3)cc2c1	x	-2	-25	0.4	0	7	2	-12
O=C(NNC(=O)c1cc2cc(OC(F)(F)F)ccc2[nH]1)c1cccc(C(F)(F)F)c1	-5	11	-5	0.0	-2	x	x	-2
O=C(CSc1ncnc2ccccc12)NC1CCS(=O)(=O)C1 (stereo unspecified)	-17	3	-4	-0.2	2	-1	3	2
O=C(Cn1nc(C(F)F)cc1C1CC1)N1CCCC1	-6	-2	-4	0.0	-2	-1	1	23
COc1ccc(NC(=O)c2cc(S(=O)(=O)N3CCS(=O)(=O)CC3)ccc2Cl)cc1	-6	x	-1	x	x	-9	-1	x
COc1cc(C)ccc1OCC(=O)NCC1CCCO1 (stereo unspecified)	-4	-6	6	-0.9	-1	-5	5	22
CCCC(=O)Nc1ccc2c(c1)OC[C@@H](C)N(Cc1ccc(-c3ccccn3)cc1)C[C@@H](C)[C@H](OC)CN(C)C2=O	-1	-1	3	0.2	3	8	9	9
COC(=O)CN(c1nc(C)c(Br)c(OC)n1)S(=O)(=O)c1ccc(C)cc1	4	x	-6	x	x	-9	-2	x
OC1CCCN(CC(O)COC(c2ccccc2)c2ccccc2)C1 (stereo unspecified)	-4	-3	-2	6.2	3	3	-4	-11
CC(C)NC(=O)N(C)C[C@H]1Oc2ccc(NC(=O)CCC(F)(F)F)cc2C(=O)N([C@@H](C)CO)C[C@H]1C	3	3	-2	-3.5	1	-1	3	5
Cc1noc(C)c1S(=O)(=O)Nc1ccc2c(c1)C(=O)N([C@@H](C)CO)C[C@@H](C)[C@H](CN(C)S(=O)(=O)c1ccc(F)cc1)OCCCC[C@@H](C)O2	-4	-4	4	0.0	-2	-10	1	-39
COc1ccc(C(=O)OCC(=O)Nc2c(C)n(C)n(-c3ccccc3)c2=O)cc1OC	x	-3	-6	-0.4	2	x	x	-7
COc1ccc(C2CC(c3cccc(Cl)c3)n3nc(N)nc3N2)cc1 (stereo unspecified)	0	-4	-3	x	0	-6	1	-20
COCC1CCN(c2nc3nonc3nc2N2CCSCC2)C1 (stereo unspecified)	-2	-2	x	x	1	-7	1	-23
COC(=O)c1ccc(-c2noc(CN(Cc3ccncc3)CC3CCCO3)n2)cc1 (stereo unspecified)	-1	-8	x	x	-5	x	x	-22
CCC(C)c1ccc(NC(=O)N2CCOCC2)cc1 (stereo unspecified)	0	-3	19	x	-3	1	8	-5
O=C(COC(=O)c1ccc(S(=O)(=O)C(F)F)cc1)Nc1cccnc1Cl	-1	-1	x	-1.2	1	x	x	-3
COc1ccc2c3c([nH]c2c1)[C@H](CO)N(S(C)(=O)=O)CC31CCN(C(=O)Cc2cccnc2)CC1	x	0	x	0.4	2	x	x	5
O=C(O)c1ccc(CSc2nnnn2-c2ccc(F)cc2)cc1	-2	4	x	-0.1	12	x	x	-8
COc1cccc(NC(=O)CN(C)C(=O)/C=C/c2cn(-c3ccccc3)nc2-c2ccc(C)cc2)c1	4	2	x	1.9	0	x	x	-12

Next section
SMILES	ARNT-TACC3 inh	ERp5 block	esBAF inh	E-selectin induc	CASP6 VEID inh	RAD54 inh	PglD DTNB	RAD52 inh
N=c1c(S(=O)(=O)c2ccc(Br)cc2)cc2c(=O)n3ccccc3nc2n1C1CCCCC1	-4	-4	-4	x	0	-4	-6	-182
COc1ccc(-n2c(=S)[nH]c3cc(C(=O)NCCCN4CCOCC4)ccc3c2=O)c(OC)c1	3	0	-3	0.4	5	2	-2	10
COc1ccc(CNCC(O)(c2ccccc2)c2ccc(Cl)cc2)cc1 (stereo unspecified)	1	x	5	-1.2	x	-7	7	x
O=C(N/N=C/C(Br)=C\c1ccccc1)c1cccs1	x	0	x	x	2	4	8	9
CN(C(=O)CSc1nnc(-c2cccs2)n1C1CC1)C1CCS(=O)(=O)C1 (stereo unspecified)	-6	-4	4	x	3	-14	4	5
COc1ccc(-c2ccc3c(c2)[C@H]2[C@H](CCN2C(=O)NC2CCCC2)[C@H](CO)N3C)cc1	x	0	x	0.5	0	x	x	1
C[C@@H]1CN([C@H](C)CO)C(=O)Cc2cc(NC(=O)CCC(F)(F)F)ccc2O[C@H]1CN(C)S(=O)(=O)c1ccccc1	-2	-5	-1	1.1	0	0	3	-4
CCCS(=O)(=O)N1CCN(Cc2ccccc2[N+](=O)[O-])CC1	3	4	2	x	1	x	x	-24
CCn1c(SCc2nc(-c3ccc(Cl)cc3)no2)nnc1-c1ccco1	6	x	-44	x	x	1	5	x
Cc1ccc(-n2c(SCC(=O)NCc3ccco3)nc3c(sc4ccccc43)c2=O)cc1	-2	-1	x	-1.4	4	-1	-4	-19
C[C@@H]1CN([C@@H](C)CO)C(=O)c2cc(NC(=O)c3ccncc3)ccc2O[C@H]1CN(C)S(=O)(=O)c1cn(C)cn1	0	-9	1	0.2	-3	3	4	-2
C[C@H](CO)N1C[C@H](C)[C@H](CN(C)Cc2ccc(C(=O)Nc3ccccc3N)cc2)Oc2c(NC(=O)Nc3ccc(C(F)(F)F)cc3)cccc2C1=O	0	-1	-4	-12	0	-2	-1	-10
O=C(CSc1nnc(COc2cccc3ccccc23)o1)N1c2ccccc2CCc2ccccc21	1	x	-18	x	x	-2	-2	x
O=C(NCc1cccs1)C1CCC(=O)N(Cc2cccc(C(F)(F)F)c2)C1 (stereo unspecified)	-2	-24	4	0.1	-2	-4	3	-8
NCCN1C(=O)c2ccccc2C1(O)c1ccc(Cl)cc1 (stereo unspecified)	x	-2	-5	0.8	1	-9	-2	-137
COc1ccc(NC(=O)Nc2ccc3c(c2)C(=O)N([C@H](C)CO)C[C@@H](C)[C@@H](CN(C)CC2CCCCC2)OCCCC[C@@H](C)O3)cc1	15	-2	1	0.1	-2	-3	0	-2
C[C@H]1CN([C@@H](C)CO)C(=O)CCCn2nncc2CO[C@@H]1CN(C)CC1CC1	-17	-7&2	0	0.1&3.9	-1&-23	5	1	-5&-18
COc1ccc(S(=O)(=O)N(CC(=O)N2CCOCC2)Cc2ccccc2)cc1C	0	x	5	x	x	1	4	x
CCCNC(=O)CCc1c(C)nc2c(c(C)nn2-c2ccc(C)cc2)c1C	0	6	2	-0.1	-1	4	1	-16
Cn1cccc1C(=O)NCc1ccc(Cl)cc1	2	-2	3	0.3	-1	6	-1	-8
CCCC(=O)N1CCC2(CC1)CN(C(=O)COC)[C@@H](CO)c1c2c2ccc(OC)cc2n1C	x	6	x	-0.3	1	x	x	-7
Cc1ccccc1Nc1nnc(SCC(=O)c2ccc(O)cc2O)s1	-3	0	10	x	5	-1	2	4
COc1cccc(S(=O)(=O)N[C@H]2C=C[C@@H](CC(=O)NCc3ccccc3)O[C@H]2CO)c1	6	2	3	1.1	1	-1	1	-9
CC(C)(CNS(C)(=O)=O)SCc1ccc(Cl)cc1	-6	1	x	2.4	x	x	x	-10
Cc1ccc(S(=O)(=O)N(C)C[C@@H]2Oc3ccc(NS(=O)(=O)c4cccs4)cc3CC(=O)N([C@H](C)CO)C[C@@H]2C)cc1	-9	-3	1	0.0	3	-7	3	6

Remaining list, next part.
SMILES	ARNT-TACC3 inh	ERp5 block	esBAF inh	E-selectin induc	CASP6 VEID inh	RAD54 inh	PglD DTNB	RAD52 inh
CN1C(=O)c2cc(NC(=O)NCc3ccccc3)ccc2OC[C@@H]2O[C@@H](CC(=O)NCC3CCCCC3)CC[C@H]21	x	3	5	0.1	-4	1	2	2
COC(=O)c1ccc(NC(=O)CSCc2ccccc2)cc1	-4	x	27	x	x	4	0	x
O=C1/C(=C\c2ccc(Br)cc2)SC(=S)N1NS(=O)(=O)c1ccccc1	0	-1	-5	-0.1	28	-1	-3	-6
CCCCCCn1c(N2CCC(C(N)=O)CC2)nc2c1c(=O)n(C)c(=O)n2C	-4	x	-8	x	x	2	-2	x
CCCC(C(=O)NC1CCCC1)N(CC1CCCO1)C(=O)CNS(=O)(=O)c1ccccc1 (stereo unspecified)	7	8	-8	x	0	-2	4	-13
COc1ccc(CNC(=O)COc2cccnc2[N+](=O)[O-])cc1OC	-12	0	1	0.1	0	3	0	4
Cc1cc(C)c(C(N)=O)c(NCCc2ccccc2)n1	-13	x	1	x	x	-1	-4	x
CN(C)CCCNC(=O)C[C@@H]1C=C[C@H](NS(=O)(=O)c2ccc(F)cc2)[C@@H](CO)O1	14	-1	-1	-2.8	1	-7	36	-12
COC(=O)C(CC#Cc1ccc2c(c1)[C@]1(C(=O)N2)[C@H](c2ccc(O)cc2)N2[C@H](c3ccccc3)[C@H](c3ccccc3)OC(=O)[C@H]2[C@@H]1C(=O)N1CCCCCCC1)C(=O)OC	68*	2	x	x	-2	0	4	44
Cc1noc(C)c1S(=O)(=O)N(C)C[C@@H]1OCCCC[C@@H](C)Oc2ccc(NC(=O)Nc3ccc4c(c3)OCO4)cc2C(=O)N([C@H](C)CO)C[C@H]1C	2	x	3	-0.1	x	-3	-1	x
COc1ccc(N(CC(=O)NC2CCCCCC2)S(=O)(=O)c2ccc(C)cc2)cc1OC	-3	-3	-2	-0.1	-3	1	-3	-13

By substructure, those above containing a Cl atom (9)
SMILES	ARNT-TACC3 inh	ERp5 block	esBAF inh	E-selectin induc	CASP6 VEID inh	RAD54 inh	PglD DTNB	RAD52 inh
O=C(O)c1cc(-c2ccccc2)n(-c2ccc(Cl)cc2)n1	-12	4	x	x	3	x	x	-14
COc1ccc(NC(=O)c2cc(S(=O)(=O)N3CCS(=O)(=O)CC3)ccc2Cl)cc1	-6	x	-1	x	x	-9	-1	x
COc1ccc(C2CC(c3cccc(Cl)c3)n3nc(N)nc3N2)cc1 (stereo unspecified)	0	-4	-3	x	0	-6	1	-20
O=C(COC(=O)c1ccc(S(=O)(=O)C(F)F)cc1)Nc1cccnc1Cl	-1	-1	x	-1.2	1	x	x	-3
COc1ccc(CNCC(O)(c2ccccc2)c2ccc(Cl)cc2)cc1 (stereo unspecified)	1	x	5	-1.2	x	-7	7	x
CCn1c(SCc2nc(-c3ccc(Cl)cc3)no2)nnc1-c1ccco1	6	x	-44	x	x	1	5	x
NCCN1C(=O)c2ccccc2C1(O)c1ccc(Cl)cc1 (stereo unspecified)	x	-2	-5	0.8	1	-9	-2	-137
Cn1cccc1C(=O)NCc1ccc(Cl)cc1	2	-2	3	0.3	-1	6	-1	-8
CC(C)(CNS(C)(=O)=O)SCc1ccc(Cl)cc1	-6	1	x	2.4	x	x	x	-10
